Screening results (PubChem)
BAZ2B inh = inhibitors of human BAZ2B bromodomain. Potency, µM (titrated, usually from 114 µM), for inactives: top-dose activity change, negative = inhibition, hits mostly inhibitors. AlphaScreen BAZ2B-H3K14Ac peptide displacement. Q9UIF8. hit rate 4.4% among 360,000; note: % is set by controls: 0 for no effect and ±100 for the full control effect; nearly all actives have a fitted effect of over 60% in size
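AlphaScreen luminescence quantifies BAZ2B engagement of H3K14Ac peptide; the protein and biotinylated peptide are both at 50 nM final, buffer PBS pH 7.4 with 0.01% Tween-20, all steps at room temperature.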
BLM inh = inhibitors of human Bloom syndrome helicase BLM. recombinant BLM DNA unwinding, fluorescence dequenching. hit rate 0.2% among 350,000. AID 2528. P54132. Potency, µM (highest dose often 56.1 µM), for the others: top-dose activity change, negative = inhibition, usual class: inhibitors;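 note: plate controls were vehicle for no effect and no enzyme for full effect; nearly all actives have a fitted effect of over 35% in size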
APE1 inh = inhibitors of human APE1 endonuclease. P27695. recombinant APE1, TAMRA/BHQ-2 abasic DNA cleavage fluorescence. Potency, µM (doses to about 65.8 µM), for inactives: at the top dose activity change, negative = inhibition, usual class: inhibitors. hit rate 0.35% among 350,000;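 note: plate controls were vehicle for no effect and reference inhibitor for full effect; nearly all actives have a fitted effect of over 55% in size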
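Step 1: APE1 (0.75 nM) with compound, 15 min RT. Step 2: add 50 nM fluorophore/quencher THF duplex. Step 3: three fluorescence reads 60 s apart (525/598 nm); read 3 minus read 1 = reaction progress.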
G9a block = blocks human histone lysine methyltransferase G9a. G9a H3K9 monomethylation, AlphaScreen, 2 h. Potency, µM (titrated, usually from 102 µM), for the others: at the highest dose activity, negative = inhibition, actives largely listed as inhibitors. Q96KQ7. AID 504332. hit rate 8.8% among 350,000; note: % is set by controls: 0 for no effect and ±100 for the full control effect; nearly all actives have a fitted effect of over 75% in size
Target sequence (Q96KQ7 913-1193 limits assumed): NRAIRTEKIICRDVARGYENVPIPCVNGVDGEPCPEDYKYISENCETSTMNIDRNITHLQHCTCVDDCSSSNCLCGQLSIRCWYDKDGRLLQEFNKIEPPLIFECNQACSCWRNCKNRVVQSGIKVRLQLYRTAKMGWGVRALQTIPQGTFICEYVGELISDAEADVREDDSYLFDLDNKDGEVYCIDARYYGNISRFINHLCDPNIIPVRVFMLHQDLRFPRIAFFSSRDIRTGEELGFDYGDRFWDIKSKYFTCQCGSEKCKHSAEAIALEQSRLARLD
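Step 1: enzyme (final 20 nM) with compound, 15 min RT. Step 2: substrate peptide 500 nM and SAM 20 uM, 2 h RT. Step 3: anti-H3K9me1 antibody and AlphaScreen beads, 10 min, then plate read.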
Anesthetic bind = binds horse apoferritin like a general anesthetic | apoferritin/1-aminoanthracene competitive binding, fluorescence | Potency, µM (doses to about 77.5 µM), without a hit: at the highest dose activity change, negative = displacement, usual class: inhibitors | hit rate 0.074% among 350,000; note: % is set by controls: 0 for no effect and ±100 for the full control effect; nearly all actives have a fitted effect of over 20% in size
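Horse-spleen apoferritin (10 uM) was mixed with 50% saturated 1-aminoanthracene in PBS, exposed to compounds for 10 min at room temperature, and read for fluorescence (ex 380 nm, em 535 nm). Competitive displacement was fitted with a four-parameter Hill equation.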
POLK inh = inhibitors of human DNA polymerase kappa; purified Pol kappa, fluorescent DNA synthesis assay, 10 min; hit rate 0.53% among 400,000; Potency, µM (top dose mostly 107 µM), for inactives: at the top dose activity, negative = inhibition, hits mostly inhibitors; Q9UBT6; AID 588579; note: % is set by controls: 0 for no effect and ±100 for the full control effect
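Kinetic fluorescence screen: compound preincubated 15 min RT with 10 nM enzyme; 50 nM substrate (final) initiates; reads at 0/10 min.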
Pol iota inh = inhibitors of human DNA polymerase iota. Potency, µM (top dose mostly 115 µM), without a hit: top-dose activity, negative = inhibition, usual class: inhibitors. Pol iota fluorescent replication assay, 10 min. Q9UNA4. AID 588590. hit rate 1% among 390,000
Target sequence (Q9UNA4 whole entry, looked up): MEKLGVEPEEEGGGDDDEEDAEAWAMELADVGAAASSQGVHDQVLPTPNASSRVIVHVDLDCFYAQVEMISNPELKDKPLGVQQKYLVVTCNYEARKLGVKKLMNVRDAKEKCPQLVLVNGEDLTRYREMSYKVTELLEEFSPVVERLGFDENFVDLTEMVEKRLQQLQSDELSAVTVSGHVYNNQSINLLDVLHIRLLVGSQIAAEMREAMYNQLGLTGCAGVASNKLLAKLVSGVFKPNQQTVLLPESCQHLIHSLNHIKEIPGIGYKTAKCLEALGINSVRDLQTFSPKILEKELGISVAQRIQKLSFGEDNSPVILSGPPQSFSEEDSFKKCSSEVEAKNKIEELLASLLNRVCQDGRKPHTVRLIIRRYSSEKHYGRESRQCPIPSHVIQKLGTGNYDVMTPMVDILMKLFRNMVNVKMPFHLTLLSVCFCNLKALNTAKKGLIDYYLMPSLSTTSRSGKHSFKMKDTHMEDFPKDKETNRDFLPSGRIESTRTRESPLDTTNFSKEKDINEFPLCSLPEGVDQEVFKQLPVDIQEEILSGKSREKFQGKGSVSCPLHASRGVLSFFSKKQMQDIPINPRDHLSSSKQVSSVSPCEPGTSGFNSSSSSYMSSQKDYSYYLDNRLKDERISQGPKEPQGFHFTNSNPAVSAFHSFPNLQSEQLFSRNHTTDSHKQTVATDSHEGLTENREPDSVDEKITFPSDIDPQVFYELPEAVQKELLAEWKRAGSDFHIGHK
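Pol iota at 10 nM preincubated 15 min with compounds at room temperature; reaction started with fluorescent substrate, 50 nM final. Fluorescence read kinetically at 0 and 10 min; buffer-only wells as negative control.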
POLB inh = inhibitors of human DNA polymerase beta; P06746; Pol beta primer extension/strand displacement, fluorescence kinetic; Potency, µM (top dose mostly 114 µM), for inactives: top-dose activity change, negative = inhibition, hits mostly inhibitors; hit rate 1.3% among 340,000; AID 485314; note: % is set by controls: 0 for no effect and ±100 for the full control effect
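Homogeneous kinetic assay of primer extension and strand displacement by 10 nM Pol beta, preincubated 15 min at room temperature with compound before 50 nM substrate (final) was added. Read at 0 and 10 min; four-parameter Hill fit.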
POLH inh = blocks human DNA polymerase eta activity | hit rate 1.2% among 390,000 | recombinant Pol eta, fluorescent DNA replication assay | Potency, µM (highest dose often 114 µM), without a hit: at the highest dose activity change, negative = inhibition, usual class: inhibitors | Q9Y253; note: % is set by controls: 0 for no effect and ±100 for the full control effect
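Fluorescent replication assay: 50 nM final substrate added after a 15 min room-temperature compound preincubation with 10 nM enzyme. Signal taken at 0 min and again at 10 min.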
Starred values were filed as active, the others as inactive; ? = inconclusive; . = not tested or not shown; [ ] = dose if it differs, or a comment. Calls come from the whole dose curve; as a rule, active = well fitted curve in the direction sought with a large enough effect; inconclusive = small, poorly fitted or top-dose-only effect, or another doubt; inactive = no such curve, though single readings can be large; an effect the other way counts as inactive or inconclusive. Potency is the fitted concentration of half-maximal effect. Not all compounds are listed, so the mix of outcomes need not match the whole.

SMILES	BAZ2B inh	BLM inh	APE1 inh	G9a block	Anesthetic bind	POLK inh	Pol iota inh	POLB inh	POLH inh
COc1ccc(C(=O)NCCCn2ccnc2)cc1[N+](=O)[O-]	?	4.7%	2.0%	-13.9%	-6.9%	14.6%	26.5%	7.9%	-7.2%
Cc1nc2sc(C(=O)OCC(=O)N3c4ccccc4CC3C)c(C)c2c(=O)[nH]1 (configuration not stated)	-14.1%	-0.6%	2.6%	2.7%	-16.3%	0.2%	160.2%[activator]	?	-10.1%
Cc1cc(C)c(C)c(S(=O)(=O)N[C@@H](C)C(=O)OCC(N)=O)c1C	3.1%	-1.2%	2.3%	3.9%	-2.9%	-1.9%	146.0%[activator]	34.5%	-1.3%
O=P(O)(CN1CCCCCC1)CN1CCCCCC1	0.8%	2.5%	3.9%	-2.3%[59 µM]	0.0%	.	.	6.7%	.
CCC(C)NC(=O)c1cc2cc(S(=O)(=O)N3CCCCC3)ccc2n1C (configuration not stated)	4.3%	-2.4%	.	14.3%[59 µM]	-8.4%	-19.7%[60.1 µM]	-1.1%	28.3%	-7.3%
CC12CC(c3ccccc3O1)C(C(=O)N1CCOCC1)C(=O)N2 (configuration not stated)	9.2%	1.5%	4.1%	0.9%[59 µM]	-3.1%	-4.3%	-17.3%	-0.5%	-0.9%
COc1ccc(OC)c(CCNC(=O)c2ccc3[nH]c(C)c(C)c3c2)c1	?	-1.5%	.	-15.3%[59 µM]	-1.8%	-3.9%	-14.1%	3.4%	-17.4%
O=C(O)c1sccc1SCc1ccc(Cl)c(Cl)c1	-2.2%	-2.5%	15.4%	6.5%[0.0925 µM]	?	-1.1%	20.2%	39.1%	-9.2%
CCOc1ccc(CN2C(=O)CC(=O)N(S(=O)(=O)c3ccc(OCC)cc3)C2=O)cc1	-8.9%	-6.1%	19.0%	-1.1%[59 µM]	-6.9%	-2.2%	29.4%	?	-16.6%
CS(=O)(=O)N1CCC(C(=O)Nc2cccc(Br)c2)CC1	5.5%	-3.1%	14.4%	3.7%	-10.0%	-20.3%	126.0%[activator]	10.9%	-11.3%
COc1ccc(N(CC(=O)NCC2CCCO2)C(=O)CCC(=O)Nc2cc(C)on2)cc1OC (configuration not stated)	-3.8%	0.2%	7.7%	47.7%[activator]	-1.8%	5.4%	19.5%	42.1%	-5.7%
Cc1ccc(C)c(NC(=S)NCCc2c[nH]c3ccccc23)c1	44.7µM*	-8.5%	0.7%	?	-8.3%	-21.3%	-28.2%	-15.4%	-11.0%
Cc1ccc(-c2nc3ccccc3o2)cc1NC(=S)NC(=O)/C=C/c1ccco1	-33.0%[57.1 µM]	-19.3%	-5.5%	?	-22.1%	-17.6%	?	39.8µM*	22.4µM*
CCOC(=O)CSc1nnc(NC(=O)c2cccc(S(=O)(=O)N3CCCC3)c2)s1	7.4%	-6.2%	-3.4%	-3.8%[12.7 µM]	-7.0%	-9.4%	-3.3%	?	-3.6%
Cc1cc(OCC(=O)N(C)Cc2ccccc2)cc(C)c1Cl	25.9%	-1.8%	24.9%	65.8%[activator]	-12.6%	-11.1%	141.4%[activator]	-18.1%	-25.5%
CCc1cccc(C)c1NC(=O)c1cccc(C(=O)Nc2c(C)cccc2CC)c1	-0.6%	-2.8%	.	-1.3%[59 µM]	-7.8%	?	?	12.7%	-13.1%
CCOC(=O)c1c(C)[nH]c(C(=O)OCC(=O)N2CC(C)OC(C)C2)c1C (configuration not stated)	-10.8%	-3.2%	1.0%	5.1%[59 µM]	-11.1%	3.1%	16.3%	?	2.2%
O=C1C=C(Nc2ccc(Cl)cc2Cl)CC(c2ccco2)C1 (configuration not stated)	-13.2%	-5.0%	?	50.1µM*	-12.3%	-9.2%	-4.6%	-1.8%	-20.8%
O=C(COc1ccc2ccccc2c1CN1CCOCC1)N1CCc2ccccc21	-4.3%	3.9%	2.3%	-1.9%[59 µM]	-22.2%	-16.8%	7.3%	?	-0.6%
COc1cccc(N2CCN(c3c4c(nc5nncn35)CCC4)CC2)c1	-9.7%	0.9%	.	7.7%[59 µM]	6.7%	-16.5%	2.6%	2.5%	.
O=C(CNC(=O)c1ccccc1)OCc1cccc(Br)c1	-17.3%	-3.3%	2.3%	27.1%	?	-9.8%	85.1%[activator]	13.5%	-1.1%
S=c1[nH]ncn1-c1ccccn1	?	-4.1%	1.1%	?	-2.6%	-2.0%	-10.0%	-4.4%	-20.2%
COc1cc([N+](=O)[O-])cc(/C=N/N(CCC#N)C(C)=O)c1O	?	-2.6%	-4.3%	44.7µM*	-9.3%	0.3%	40.1%[activator]	-10.0%	-12.3%
COc1ccc(Cl)c(Cn2c(NCCCN(C)C)nc3c2c(=O)n(C)c(=O)n3C)c1	4.1%	-9.4%	0.4%	12.0%[12.7 µM]	-5.5%	-11.9%	12.6%	?	-3.1%
O=C(CCSc1ccccc1)Nc1ccccc1Br	12.8%	-6.8%	10.0%	79.2%[activator]	-22.5%	0.5%	-5.9%	16.5%	-10.3%

Next section, starting with the last 2 of the part before.
SMILES	BAZ2B inh	BLM inh	APE1 inh	G9a block	Anesthetic bind	POLK inh	Pol iota inh	POLB inh	POLH inh
COc1ccc(Cl)c(Cn2c(NCCCN(C)C)nc3c2c(=O)n(C)c(=O)n3C)c1	4.1%	-9.4%	0.4%	12.0%[12.7 µM]	-5.5%	-11.9%	12.6%	?	-3.1%
O=C(CCSc1ccccc1)Nc1ccccc1Br	12.8%	-6.8%	10.0%	79.2%[activator]	-22.5%	0.5%	-5.9%	16.5%	-10.3%
O=C(Cn1c(=O)n(Cc2ccc(F)cc2)c(=O)c2sc3ccccc3c21)NCc1ccccc1	-20.2%	-7.1%	.	-1.5%[59 µM]	-4.7%	1.5%	22.1%	40.3%	7.3%
O=C(NNc1ccccn1)c1ccc(Cl)nc1	-10.4%	5.1%	2.8%	3.55µM*	-3.5%	-5.0%	67.1%[activator]	31.8%	-14.5%
Cc1ccc(OCC(=O)N(C)Cc2ccccc2)c([N+](=O)[O-])n1	0.1%	5.9%	5.6%	-8.1%	0.2%	-10.2%	4.9%	15.2%[57.1 µM]	0.2%
Cc1ccc(C(=O)Nc2onc3c2CCCC3)cc1	0.0%	-2.1%	.	-7.5%[59 µM]	-7.3%	-9.6%	5.7%	12.9%	-10.1%
Cc1cc(C)nc(N2CCN(C(=O)CCC(=O)Nc3nnc(CC(C)C)s3)CC2)n1	-11.6%	-5.0%	6.2%	-8.3%	0.3%	-10.3%	21.9%	-2.6%	-6.2%
CCOc1ccc(CCNC(=O)Nc2ccccc2C)cc1OCC	12.0%	-0.7%	55.9%[activator]	5.0%	0.4%	4.6%	-5.9%	3.3%	-11.1%
Cc1ccc2nc(N3CCN(S(=O)(=O)c4ccc(C)c(Cl)c4)CC3)c(C#N)cc2c1	18.1%	-4.2%	0.9%	58.2%[activator][59 µM]	-7.8%	-4.9%	20.2%	-0.3%	-5.1%
COc1cc(NC(=O)CN2CCN(c3ccccn3)CC2)cc(OC)c1OC	4.2%	-2.3%	84.1%[activator]	44.7µM*	1.1%	0.4%	-11.7%	15.8%	-5.8%
O=C(C1=C(O)C(=O)N(c2ncccn2)C1c1ccc(Cl)cc1)c1ccco1 (configuration not stated)	70.8µM*	-6.0%	-0.2%	.	-21.9%	-0.7%	33.3%[activator]	-2.5%	-9.4%
O=C(COc1ccccc1)N(Cc1ccccc1)c1nc(-c2ccccc2)cs1	6.0%	-3.3%	-5.3%	21.2%[59 µM]	-7.2%	3.0%	6.0%	13.3%	-8.1%
CC(=O)NNC(=O)c1cc2c3ccccc3n(C)c2s1	0.9%	2.2%	5.5%	.	1.4%	-25.5%	60.0%[activator]	41.8%	-0.5%
COc1cccc(NC(=S)NNC(=O)Cn2nc([N+](=O)[O-])cc2C)c1	1.3%	-9.5%	5.0%	?	-12.2%	-8.3%	-4.9%	2.5%	-0.9%
CCN(CC)S(=O)(=O)c1ccc2c(c1)nc(CN(C)C(=O)c1cccc(Cl)c1)n2C	-18.7%	-1.9%	.	30.9%[59 µM]	-10.6%	-2.5%[60.1 µM]	-13.2%	31.1%[activator]	-4.2%
CCC(=O)Nc1ccc(N2CCN(S(C)(=O)=O)CC2)cc1	11.3%	-0.4%	19.3%	-18.9%[59 µM]	-7.5%	-7.8%	8.7%	51.8%	-9.7%
CCc1ccc(C2=NN(CCC(=O)NC3CCCCCC3)C(=O)CC2)cc1	-14.2%	-1.3%	26.9%	-0.8%	?	-13.7%	?	-22.3%	-6.5%
O=C(c1cc2ccccc2o1)N1CCN(c2ccccc2Cl)CC1	11.7%	-11.0%	5.4%	?	-18.8%	-12.3%	0.7%	0.1%	-5.9%
Cc1ccc(N2CC(NC(=O)C3CCCCC3)CC2=O)cc1 (configuration not stated)	-2.8%	2.1%	.	7.3%[59 µM]	-2.6%	-5.6%[60.1 µM]	11.2%	28.0%	-5.7%
CC1=C(C(=O)Nc2ccc(C)c(C)c2)C2(CCCCCC2)OC1=O	-13.5%	5.0%	.	5.3%[59 µM]	-6.0%	-1.2%	19.2%	4.7%	7.4%
CCCCOc1ccc(C(=O)NCC(=O)NC2CCCCC2)cc1	0.7%	.	20.8%	34.1%[12.7 µM]	.	-5.8%	-2.7%	.	-5.0%
Cc1nc([N+](=O)[O-])cn1CC(=O)Nc1ccc(F)c(Cl)c1	4.0%	-1.9%	24.4%	12.6%	4.8%	-14.6%	12.8%	0.2%	-0.4%
COc1ccc(NC(=O)CSc2cc(C)ccc2C)cn1	-15.0%	-3.1%	-1.7%	4.9%	-17.5%	3.8%	16.4%	-1.0%	0.9%

Sorted by length of the SMILES (falling): some entries from above.
SMILES	BAZ2B inh	BLM inh	APE1 inh	G9a block	Anesthetic bind	POLK inh	Pol iota inh	POLB inh	POLH inh
Cc1nc([N+](=O)[O-])cn1CC(=O)Nc1ccc(F)c(Cl)c1	4.0%	-1.9%	24.4%	12.6%	4.8%	-14.6%	12.8%	0.2%	-0.4%
CC(=O)NNC(=O)c1cc2c3ccccc3n(C)c2s1	0.9%	2.2%	5.5%	.	1.4%	-25.5%	60.0%[activator]	41.8%	-0.5%
COc1ccc(NC(=O)CSc2cc(C)ccc2C)cn1	-15.0%	-3.1%	-1.7%	4.9%	-17.5%	3.8%	16.4%	-1.0%	0.9%
